From PubChem BioAssay
TRPML3 ag: human TRPML3 channel agonists, primary screen, cell-based, HEK293 TRPML3-YFP, Fluo-8 calcium fluorescence, 3 µM. activation, % at 3 µM. 220,000 compounds, 0.29% hits. Mucolipin-3 (Homo sapiens), Q8TDD5. 100% = the carbachol control signal;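 active means activation above its plate's cutoff, the mean activation of the plate's test wells plus 3 SD, cut at about 12% in these data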;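 further: 0% = DMSO only wells and 100% = carbachol wells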
Target sequence (Q8TDD5 whole entry, looked up): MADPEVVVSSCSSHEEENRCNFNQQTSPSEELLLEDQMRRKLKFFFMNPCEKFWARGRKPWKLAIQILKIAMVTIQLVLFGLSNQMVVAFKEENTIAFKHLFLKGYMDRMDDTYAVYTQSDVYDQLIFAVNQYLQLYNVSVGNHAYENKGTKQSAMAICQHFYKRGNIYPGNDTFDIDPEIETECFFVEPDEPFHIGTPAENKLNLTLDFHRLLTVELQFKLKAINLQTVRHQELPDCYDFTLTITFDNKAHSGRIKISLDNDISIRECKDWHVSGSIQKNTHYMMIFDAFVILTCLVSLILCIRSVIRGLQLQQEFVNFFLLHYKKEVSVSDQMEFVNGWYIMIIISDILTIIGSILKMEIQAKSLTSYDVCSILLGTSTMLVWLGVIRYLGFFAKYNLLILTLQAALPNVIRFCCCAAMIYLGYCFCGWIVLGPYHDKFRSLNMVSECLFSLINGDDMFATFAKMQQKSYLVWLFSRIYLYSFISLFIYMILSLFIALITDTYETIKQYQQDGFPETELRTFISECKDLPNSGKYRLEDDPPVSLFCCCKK
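system = HEK293 cells stably carrying human TRPML3-YFP | doses = one concentration, 3 µM nominal, 0.3% DMSO | timing = dye loading 1 h 37 °C then 30 min ambient, 125 s read | detection = Fluo-8 calcium dye fluorescence, ex 470-495, em 515-575 nm | benchmarks = high control carbachol 87 µM, low control DMSO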
S1P4 agonist: S1P4 receptor agonists, primary screen, cell-based | activation, % at 4.98 µM | Sphingosine 1-phosphate receptor 4 (Homo sapiens), O95977 | S1P4-expressing cell line, agonist reporter assay | AID 1509, 2009 | 220,000 compounds, 0.35% hits; in the data active means activation above about 11%;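 further: 0% = DMSO vehicle and 100% = reference agonist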
TRPN1 ag: zebrafish TRPN1 channel agonists, primary screen, cell-based, HEK293, calcium fluorescence. HEK293 zebrafish TRPN1-YFP, Fluo-8 calcium fluorescence; 100% = response to 87 µM carbachol. activation, % at 3 µM. 220,000 compounds, 0.18% hits;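 active means activation above its plate's cutoff, the mean activation of test wells on that plate plus 3 SD, cut at about 19% in these data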;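 further: 0% = DMSO alone and 100% = 87 µM carbachol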
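Control set: carbachol 87 µM as high control, DMSO as low control; system: HEK293 stable line with zebrafish TRPN1-YFP; read-out: % activation versus carbachol response; detection: intracellular calcium fluorescence with Fluo-8; doses: single test compound dose, 3 µM nominal, 0.3% DMSO; schedule: dye 1 h 37 °C plus 30 min RT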
S1P4 antagonist: S1P4 receptor antagonists, primary screen, cell-based | 220,000 compounds, 0.26% hits | S1P4-expressing cells, antagonist mode, reporter read-out | inhibition, % at 4.98 µM; in the data active means inhibition above about 29%;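 further: 0% = wells stimulated with agonist and 100% = vehicle wells without agonist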
CHOP inhibitor: inhibitors of CHOP promoter induction, primary screen, cell-based, unfolded protein response, luciferase reporter | CHO-K1 CHOP-promoter luciferase, tunicamycin-induced, 15-18 h | inhibition, % at 10 µM | 220,000 compounds, 3.8% hits | AID 2732, 2010;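 active means compounds that reduced the stress-induced luciferase reporter signal by more than about 70% of percent inhibition, limit read from the data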;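 further: 0% = tunicamycin plus vehicle and 100% = wells without tunicamycin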
NPY-Y1 PAM-ag: NPY-Y1 receptor potentiators or agonists, primary screen, cell-based. Neuropeptide Y receptor type 1 (Homo sapiens), P25929. NPY-Y1 expressing cells, potentiator/agonist activation. activation, % at 3.6 µM. 220,000 compounds, 0.37% hits; in the data active means activation above about 33%, passing the limit was not always enough;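 further: cells stimulated with NPY at EC10 then isoproterenol at EC100; 0% = low agonist plus stimulus and 100% = saturating agonist plus stimulus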
Target sequence (P25929 whole entry, looked up): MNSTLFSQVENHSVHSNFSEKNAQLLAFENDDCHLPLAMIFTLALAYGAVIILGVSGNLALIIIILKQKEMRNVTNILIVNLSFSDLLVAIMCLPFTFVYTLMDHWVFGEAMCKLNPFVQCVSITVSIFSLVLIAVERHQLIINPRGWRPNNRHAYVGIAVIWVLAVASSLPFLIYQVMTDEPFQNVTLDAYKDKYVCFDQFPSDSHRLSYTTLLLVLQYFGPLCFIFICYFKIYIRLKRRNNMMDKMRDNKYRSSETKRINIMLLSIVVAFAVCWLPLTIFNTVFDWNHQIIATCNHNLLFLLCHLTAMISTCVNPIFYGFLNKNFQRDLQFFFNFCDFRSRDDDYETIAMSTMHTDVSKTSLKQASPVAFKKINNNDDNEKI
EP2 modulator: EP2 receptor modulators, cAMP readout, primary screen, cell-based, HTRF cAMP, PGE2 stimulation | induction, % at 25 µM | EP2-expressing cells, cAMP HTRF FRET, PGE2 co-stimulation | 260,000 compounds, 0.83% hits | AID 940, 2007;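 active means compounds whose cAMP rise, as percent of the full-agonist control response, exceeds 60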;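 further: rat C6 glioma line stably carrying human EP2 under a CMV promoter; the protocol text gives 20 µM as final concentration; 100% = response of wells given 1 µM PGE2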
NPY2 pot ag: NPY-Y2 potentiators or agonists, primary screen, cell-based; Neuropeptide Y receptor type 2 (Homo sapiens), P49146; cells expressing NPY-Y2, potentiator/agonist read-out; activation, % at 3.6 µM; 220,000 compounds, 0.45% hits; AID 1359, 2008; in the data active means activation above about 27%;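 further: cells stimulated with NPY near EC25 plus isoproterenol at EC100; 0% = vehicle plus submaximal agonist and 100% = vehicle plus saturating agonist; some results beyond the cut were filed as inactive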
NPY Y1 blocker: NPY-Y1 receptor antagonists, primary screen, cell-based; Neuropeptide Y receptor type 1 (Homo sapiens), P25929; HEK293-CNG Y1 cells, membrane potential fluorescence; NPY at EC95, then isoproterenol; inhibition, % at 3.6 µM; 200,000 compounds, 1% hits; AID 1040, 2008;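 active means inhibition above the campaign mean inhibition of all tested compounds plus 3 SD, cut at about 20% in these data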;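 further: 0% = DMSO wells given NPY plus isoproterenol and 100% = isoproterenol alone without NPY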
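Assay system: HEK293 Y1/CNG channel cell line; Doses: single compound dose of 3.6 µM, 0.4% DMSO; Timing: dye 3 h, compound 60 min room temperature, stimulation 45 min; Technique: Membrane-potential fluorescent dye readout; Measure: % inhibition of NPY effect.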
* hit, by the source's call; nt = no result given.

SMILES	TRPML3 ag	S1P4 agonist	TRPN1 ag	S1P4 antagonist	CHOP inhibitor	NPY-Y1 PAM-ag	EP2 modulator	NPY2 pot ag	NPY Y1 blocker
CCOC(=O)CC(NC(=O)c1ccco1)c1ccc(C)cc1 (stereo not given)	0.1	-1.9	-1.1	-5	9	-9	6	-6	6
CCc1ccc(NC(=O)C(CC)c2ccccc2)cc1 (stereo not given)	11	-1.0	19	-10	23	-1	-55	0	2
NC(=O)c1ccc2c(c1)S(=O)(=O)c1ccccc1C2=O	0.1	0.5	0.6	1	17	15	17	-16	nt
CNc1nc2[nH]c(=O)c3c(c2s1)OC(N)=C(C#N)C3c1ccccc1 (stereo not given)	1.1	-1.4	2.7	-11	-12	-16	16	-4	4
O=[N+]([O-])c1ccc(Cl)c(/C=N/N2CCN(c3ccccc3)CC2)c1	0.6	3.9	0.3	-3	2	6	12	-9	8
O=C(NCC1CCCO1)c1c(O)c2c([nH]c1=O)CCCC2 (stereo not given)	0.7	-1.6	1.5	-8	-7	-16	-6	4	-5
CN(C)c1nc(-c2ccccc2)cc(C(F)(F)F)c1C#N	0.5	1.1	0.7	-10	62	-14	28	-3	17
Cc1c(Cl)cccc1Nc1ncccc1C(=O)OCC(O)CO (stereo not given)	0.4	-1.6	1.4	-6	18	7	15	11	nt
CCN(CC(=O)NC1CCS(=O)(=O)C1)c1nc(-c2ccccc2)nc2ccccc12 (stereo not given)	-0.2	-1.2	0.6	-8	26	4	12	9	-5
COC(=O)C(C)NC(=O)C1CCCN1S(=O)(=O)c1cc(C)c(Cl)cc1C (stereo not given)	0.0	1.2	-0.2	-9	6	8	8	5	3

Entries of single compounds as entered above. Order of screens: TRPML3 ag, S1P4 agonist, TRPN1 ag, S1P4 antagonist, CHOP inhibitor, NPY-Y1 PAM-ag, EP2 modulator, NPY2 pot ag, NPY Y1 blocker
Cc1c(Cl)cccc1Nc1ncccc1C(=O)OCC(O)CO (stereo not given) reads 0.4, -1.6, 1.4, -6, 18, 7, 15, 11, nt
CNc1nc2[nH]c(=O)c3c(c2s1)OC(N)=C(C#N)C3c1ccccc1 (stereo not given) reads 1.1, -1.4, 2.7, -11, -12, -16, 16, -4, 4
O=C(NCC1CCCO1)c1c(O)c2c([nH]c1=O)CCCC2 (stereo not given) reads 0.7, -1.6, 1.5, -8, -7, -16, -6, 4, -5
COC(=O)C(C)NC(=O)C1CCCN1S(=O)(=O)c1cc(C)c(Cl)cc1C (stereo not given) reads 0.0, 1.2, -0.2, -9, 6, 8, 8, 5, 3

The listing continues:
SMILES	TRPML3 ag	S1P4 agonist	TRPN1 ag	S1P4 antagonist	CHOP inhibitor	NPY-Y1 PAM-ag	EP2 modulator	NPY2 pot ag	NPY Y1 blocker
COc1ccc(NC(=O)c2cnc(C)cn2)cc1-n1cnnn1	0.4	0.3	1.6	0	0	-1	7	3	9
O=C(NC(=S)NCC1CCCO1)c1ccc([N+](=O)[O-])cc1 (stereo not given)	-0.2	1.1	-2.0	-12	-6	10	-5	10	1
O=C(NCN1C(=O)C2C3C=CC(C3)C2C1=O)Nc1nccs1 (stereo not given)	0.1	-0.2	-0.1	-25	10	4	24	-9	0
O=c1cc(N2CCOCC2)[nH]c(=O)n1Cc1ccc(F)cc1	0.8	1.2	0.4	-14	21	11	10	9	-3
C/C(=N\Nc1ccc(Cl)c(C(=O)O)c1)c1ccc2c(c1)OCO2	0.4	0.1	-0.2	-28	-4	-11	-8	4	1
CC1(c2ccccc2)CC(C)(C)N2C(=O)/C(=C3\SC(=S)NC3=O)c3cccc1c32 (stereo not given)	0.0	0.3	0.9	2	97*	-3	34	-4	-4
CC(=O)c1noc(C)c1C(=O)Nc1nccs1	0.4	-2.4	-0.6	2	11	14	35	5	6
COc1cc(/C=C/C(=O)NC(C)CCc2ccccc2)cc(OC)c1OC (stereo not given)	-0.3	3.0	-1.2	-20	3	-18	-71	-9	22*
Cc1cc(C(=O)NCCCN2CC(C)CC(C)C2)n(-c2ccccc2)n1 (stereo not given)	-0.8	0.2	1.8	-14	1	-6	6	4	-1
S=C(NCCN1CCOCC1)Nc1ccc(Cl)c(Cl)c1	1.9	-1.0	1.2	3	-15	3	-35	-2	-2

Random excerpt: two entries already listed, in no set order.
SMILES	TRPML3 ag	S1P4 agonist	TRPN1 ag	S1P4 antagonist	CHOP inhibitor	NPY-Y1 PAM-ag	EP2 modulator	NPY2 pot ag	NPY Y1 blocker
S=C(NCCN1CCOCC1)Nc1ccc(Cl)c(Cl)c1	1.9	-1.0	1.2	3	-15	3	-35	-2	-2
CN(C)c1nc(-c2ccccc2)cc(C(F)(F)F)c1C#N	0.5	1.1	0.7	-10	62	-14	28	-3	17

More entries:
SMILES	TRPML3 ag	S1P4 agonist	TRPN1 ag	S1P4 antagonist	CHOP inhibitor	NPY-Y1 PAM-ag	EP2 modulator	NPY2 pot ag	NPY Y1 blocker
Cc1ccccc1COc1ccc2oc(C)c(C(=O)O)c2c1	0.6	0.8	-1.0	-8	-2	-14	10	0	nt
COc1ccc(CNC(=O)C2CCCN2)cc1OC (stereo not given)	1.1	0.3	0.5	-1	7	4	21	-5	0
Cc1cccc(C)c1NS(=O)(=O)c1ccc(NC(=O)c2ccc(Cl)c([N+](=O)[O-])c2)cc1	0.8	-0.3	-1.8	-1	73*	29	-85	38*	-11
CCOC(=O)C1CCCN(S(=O)(=O)c2cc(OCC(N)=O)c(C)cc2Cl)C1 (stereo not given)	-0.4	1.1	0.9	7	20	-7	2	-9	-2
CC1(C)CC(N2CCOCC2)=CC(=[N+]2CCOCC2)C1	0.8	1.1	1.7	-14	-4	0	5	-1	-3
CC(=O)Nc1c(O)nc(SCC(=O)Nc2sc3c(c2C#N)CCCCCC3)[nH]c1=O	0.8	-1.0	1.1	12	4	10	11	10	14
Cc1ccc(N/C=C/C(=O)c2cccs2)cc1	1.0	2.0	0.3	-8	22	16	-3	11	0
Cc1ccc(O)c(-c2cc(-c3ccccc3F)[nH]n2)c1	0.2	-1.2	-1.3	1	104*	8	-28	20	-6
O=C(CSc1ccc(F)cc1)NC(=O)NCc1ccccc1	-0.7	-1.1	-2.4	-19	20	-4	6	-10	10
COc1cccc2c(=O)n(CC(=O)NC3CCCC3)ccc12	-0.3	1.1	0.6	-20	12	-2	-1	7	-4
Cc1cc(C(=O)OC2CCOC2=O)c2ccccc2n1 (stereo not given)	0.6	1.2	0.4	-7	-4	-8	-5	2	0
O=C(Nc1ccc(Cl)cc1)C1CC(=O)n2c(nc3ccccc32)N1 (stereo not given)	0.5	-0.3	1.2	-27	7	14	-2	6	-3
O=C(COC(=O)c1ccco1)c1ccc2ccccc2c1	0.6	2.2	0.5	0	15	-1	-1	-18	4
Cc1ccc(CN2CCN(Cc3ccccc3C(F)(F)F)CC2)cc1	-0.3	1.4	-0.7	-11	62	-2	38	-22	4
Cc1c(C#N)c2ccccc2n1CC(=O)N1CCc2ccccc2C1	0.8	-0.6	2.8	-1	nt	-8	nt	-12	4
CCN(CC)CCn1c(NCc2ccc3c(c2)OCO3)nc2ccccc21	-0.2	-1.0	-1.2	-8	15	-17	-4	-8	14
Cc1noc(NS(=O)(=O)c2ccc(NC(=O)CC34CC5CC(CC(Br)(C5)C3)C4)cc2)c1C	0.9	0.2	1.3	-17	0	-13	-6	15	-3
Cc1ccc(Nc2nc(N)c([N+](=O)[O-])c(NCCO)n2)cc1C	-1.1	0.5	-3.1	9	19	-19	-34	-4	nt
COc1ccc2[nH]c3c(=O)n(Cc4ccc(C(=O)N5CCCC5)cc4)c(=S)[nH]c3c2c1	0.5	-0.6	1.4	2	2	-9	12	4	2
Cc1onc(COc2ccccc2O)c1Br	-0.5	2.2	-0.2	4	15	7	8	0	-3
CCOc1cccc(CNc2ccc(O)cc2)c1OCc1ccc(Cl)cc1	-1.8	0.2	-2.6	7	109*	-3	77*	-2	-7
Fc1ccc(C2CCCN2Cc2nc(CC3CC3)no2)cc1 (stereo not given)	0.2	0.4	0.5	-16	52	1	30	4	0
Cc1cc(S(=O)(=O)N(Cc2ccccc2)Cc2ccc(N(C)C)cc2)ccc1-n1cnnn1	-0.5	-0.4	-0.5	-10	36	-15	4	2	-4
CC1(C)Cc2ccccc2C(=NCC(=O)O)N1	1.1	1.1	0.2	-3	-16	8	14	7	-1
O=C(NCC1CCCO1)Nc1cccc(Cl)c1 (stereo not given)	0.1	0.8	0.7	-4	31	-1	-7	1	5
Cc1nnc(N(C)C(=O)c2cccnc2)s1	1.0	-1.2	-0.4	7	14	4	9	13	3

Limited to S1P4 agonist (6 entries from above):
| smiles | S1P4 agonist |
| --- | --- |
| Fc1ccc(C2CCCN2Cc2nc(CC3CC3)no2)cc1 (stereo not given) | 0.4 |
| CCOc1cccc(CNc2ccc(O)cc2)c1OCc1ccc(Cl)cc1 | 0.2 |
| Cc1nnc(N(C)C(=O)c2cccnc2)s1 | -1.2 |
| CC1(C)Cc2ccccc2C(=NCC(=O)O)N1 | 1.1 |
| Cc1cc(S(=O)(=O)N(Cc2ccccc2)Cc2ccc(N(C)C)cc2)ccc1-n1cnnn1 | -0.4 |
| O=C(NCC1CCCO1)Nc1cccc(Cl)c1 (stereo not given) | 0.8 |
